Screening results deposited in PubChem by several laboratories.
WT yeast gro inh: growth inhibition of WT yeast, mitochondrial fusion screen; mitochondrial fusion phenotypic screen, WT strain; inhibition, % at 10 µM; 2.1% of 190,000 active; AID 1362; in the data active = inhibition above about 58%; tested in S. cerevisiae
Dynein cargo inh: blocks dynein driven cargo transport along microtubules | 3617.4 mouse cells, GR-EGFP nuclear translocation imaging; test concentration mostly 20 µM; stimulated with dexamethasone, 1 µM; hits give low values | z-score, hits read low | 0.47% of 220,000 active | AID 1381;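 active = plate z-score of nuclear minus cytoplasmic receptor signal below a set negative limit, without overly bright fluorescence or cell loss, cut at about -3.5 in these data, passing the limit was not always enough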;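 note: z-score of nuclear minus cytoplasmic ring GR-EGFP intensity difference per well; some compounds called inactive have numbers as strong as hits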
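medium = tetracycline-free induction medium containing charcoal-stripped FBS | also added = 1.0 µM final dexamethasone stimulus | schedule = 48 h induction, 1 h compound, 30 min dex at 37 °C | technique = fixed, Hoechst-stained cells imaged at 10x for EGFP | measure = GR-EGFP nuclear translocation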
Yfh1-off respiration: enhancers of respiration in Yfh1-depleted yeast, dose response, Friedreich's ataxia, plus single-dose screen (AID 1465); S. cerevisiae Yfh1-off respiration, WST-1 reduction, 72 h; higher fold induction means a stronger effect; fold induction at 50 µM, or EC50 in µM where a hit was titrated; 0.074% of 220,000 active;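 active = fold induction of absorbance versus untreated yeast above a set limit, then at least 30% activation at any dose in follow-up; inconclusive = repeats straddling the limit, or above it without dose testing; inactive = fold induction below the set limit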;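 note: activators that raise dye reduction in frataxin-depleted yeast; strong numbers were not always called active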
HIV fusion peptide: inhibitors of HIV fusion peptide binding, primary screen, biochemical, uHTS, fluorescence dequenching (AID 1986); cell-free peptide binding, fluorescence dequenching, 30 min; higher % means a stronger effect; inhibition, % at 20 µM; hits with a dose series show IC50 in µM; 0.3% of 290,000 active; in the data active = inhibition mostly above about 52%, no sharp cut-off; inactive = mostly below about 76%; note: some results filed as inactive read as strong as hits
AID2073: inhibitors of Mint1-CaV2.2 protein interaction, biochemical, HTRF (AID 2073). inhibition, % at 20 µM, or IC50 in µM where a hit was titrated. HTRF protein-protein interaction, Mint1-CaV2.2; higher % means a stronger effect. 0.19% of 290,000 active; in the data active = inhibition mostly above about 51%, no sharp cut-off; inconclusive = no clear call, values can overlap the other calls; inactive = mostly below about 53%; note: some results filed as inactive read as strong as hits
bCat nuc transl: modulators of beta-catenin nuclear translocation | 0.3% of 190,000 active | nuclear translocation activity, % at 5 µM | AID 1665 | HeLa beta-catenin nuclear translocation, immunofluorescence imaging;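 active = nuclear translocation activity above 50% at 5 µM, with a well cell count of 50 or more; inconclusive = wells under 50 cells across six images, flagged as toxic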;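 note: per-cell ratio of nuclear to cytoplasmic median beta-catenin stain intensity; plate controls were DMSO negative control for no effect and GSK-3 inhibitor IX positive control for full effect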
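Assay system: human HeLa cells, native beta-catenin; doses: 5 µM primary, 0.02–20 µM confirmation; incubation: compound treatment 24 h, 37°C, 5% CO2; technique: fluorescence imaging of beta-catenin antibody stain plus DAPI; measure: % activation, nuclear-to-cytoplasmic median beta-catenin signal ratio per cell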
MT stabilizer: microtubule stabilizers in HeLa cells. 0.83% of 200,000 active. HeLa tubulin immunostaining HCS, 24 h; share of cells brighter than vehicle mean+2SD. % tubulin-high responders, % at 10 µM;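 active = plate Z-score above 3 for both tubulin-high and condensed-nucleus cell shares, with cell loss under 80%, at 10 µM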;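 note: anti alpha tubulin signal scored within the nucleus-defined area of each cell; some results filed as inactive read as strong as hits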
Autophagy HCS: autophagy modulation, high-content screen. MEF GFP-LC3 puncta imaging; test concentration mostly 10 µM. calls only at 10 µM (by protocol). 0.98% of 190,000 active;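 active = percentage of spot-positive cells more than 3 SD above its plate mean, without a fluorescence outlier flag or 80% toxicity; inconclusive = no clear call, values can overlap the other calls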;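 note: spot-positive cell cutoff set from DMSO-treated cells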
Ins promoter up: MIN6 insulin promoter up-regulation; MIN6 insulin promoter-GFP reporter, high-content imaging; hits give high values; z-score at 5 µM; 0.3% of 190,000 active; AID 1625;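 active = z-score above 3 at 5 µM with at least 500 cells counted in the well; inconclusive = wells under 500 cells, flagged as cytotoxic or low count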
WT yeast gro inh mutant strain: further read-out of WT yeast gro inh, marked with its call; inhibition, %; mitochondrial fusion phenotypic screen, mutant strain inhibition
Dynein cargo inh cytoplasmic EGFP: further read-out of Dynein cargo inh, marked with its call; z-score; measured here: cytoplasmic GR-EGFP intensity; hits give high values
Dynein cargo inh nuclear GR-EGFP: recorded beside Dynein cargo inh, whose call it bears; z-score; measured here: nuclear GR-EGFP intensity;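 lower value marks the stronger effect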
Dynein cargo inh cell count: also measured in Dynein cargo inh; calls as there; z-score; measured here: cell count per field
Ins promoter up cell count: also measured in Ins promoter up; calls as there; cell count; measured here: cytotoxicity, nuclei count;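 total cells summed across four imaged fields per well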
bCat nuc transl cell count 5 µM: second read-out of bCat nuc transl, no call of its own (marks repeat the call); cell count; measured here: cell count, cytotoxicity flag
MT stabilizer Hoechst-high %: recorded beside MT stabilizer, whose call it bears; % Hoechst-high responders; measured here: nuclear condensation Hoechst responders;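 share of cells brighter than vehicle mean plus two SD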
MT stabilizer cytotoxicity %: also measured in MT stabilizer; calls as there; toxicity, %; measured here: cytotoxicity by cell density;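 0% = mean cell density of plate MIN control wells and 100% = no cells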
Autophagy HCS cell loss 18 h: also measured in Autophagy HCS; calls as there; toxicity, %; measured here: cell loss, nuclei count;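 cell loss after 18 h compound exposure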
The depositor's hits bear a star; i = inactive; ? = inconclusive; . = no result given.

SMILES	WT yeast gro inh	WT yeast gro inh mutant strain	Dynein cargo inh	Dynein cargo inh cytoplasmic EGFP	Dynein cargo inh nuclear GR-EGFP	Dynein cargo inh cell count	Yfh1-off respiration	HIV fusion peptide	AID2073	bCat nuc transl	bCat nuc transl cell count 5 µM	MT stabilizer	MT stabilizer Hoechst-high %	MT stabilizer cytotoxicity %	Autophagy HCS	Autophagy HCS cell loss 18 h	Ins promoter up	Ins promoter up cell count
CCCC[C@@H]1CNC(=S)N1CCCc1cc(OC)c(OC)c(OC)c1	1	11	-0.62	-0.28	-0.11	0.085	i	1.1%	-4%	-0.5	1189	5.8	1.4	8.9	i	-11	-0.53	1328
O=C(NNS(=O)(=O)c1ccccc1)C1CCN(S(=O)(=O)c2ccc(Cl)cc2)CC1	-2	-14	-0.43	-0.16	-0.49	0.71	i	-1.0%	14%	-1.8	1188	1.9	1.3	3.4	i	38	0.18	1272
Cc1ccccc1OCC(=O)Nc1ccc2c(c1)n(C)c(=O)n2C	-4	-26	2.3	-0.25	0.99	-2.4	i	0.4%	-10%	1.3	1114	2.0	2.6	6.8	i	7	-0.37	1246
CCC(=O)Nc1ccccc1Oc1ccccc1	-11	-22	-1	-0.22	-0.43	-0.39	i	1.8%	2%	1.1	1096	2.8	1.1	6.9	i	-6	0.12	1351
COc1cc(C2=NOC(C(=O)NCc3ccccn3)C2)cc(OC)c1OC (stereo not drawn)	-12	-17	-0.17	0.19	0.016	-1.3	i	8.6%	7%	2.7	1083	0.7	1.5	11	i	0	1.1	833
Cc1ccccc1CS(=O)(=O)Cc1ccc(C(=O)NCCCN2CCCC2=O)o1	-11	2	0.86	-0.2	0.18	0.28	.	-1.8%	-2%	-1.6	1336	2.9	1.4	10	i	4	-0.18	1478
CCOc1cc(/C=N/O)ccc1OCc1ccc([N+](=O)[O-])cc1	-2	1	-0.69	-0.23	-0.29	0.49	i	1.5%	0%	.	.	2.5	1.4	1.8	i	-6	0.05	1410
CCOc1ccc(N2C(=O)/C(=C\c3ccc(OC)c(O)c3)S(=O)(=O)C2c2cccc([N+](=O)[O-])c2)cc1 (stereo not drawn)	22	1	-1.1	-0.15	-0.76	0.36	i	0.9%	31%	.	.	1.7	2.4	3.9	i	7	1	954
CCCCOc1ccc(C(C)NC(=O)C2CCCN(S(=O)(=O)CCC)C2)cc1 (stereo not drawn)	2	-14	-0.56	-0.2	0.56	-0.27	i	0.4%	-3%	0.2	536	3.4	2.8	9.3	i	2	0.24	1433
Cc1occc1C(=O)Nc1nn[nH]n1	-9	3	-0.12	-0.13	0.0077	0.27	i	0.1%	4%	.	.	2.8	1.6	5.2	i	9	0.65	932
CC(C)CC(NC(N)=O)C(=O)Nc1ccc(Cl)c(Cl)c1 (stereo not drawn)	-16	12	0.64	-0.31	0.62	-0.6	i	1.4%	?	3.4	1095	5.3	3.7	11	i	0	0.13	1059
CN1C(=O)C2(C(C#N)=C(N)N(c3cc(Cl)cc(Cl)c3)C3=C2C(=O)CCC3)c2ccccc21 (stereo not drawn)	.	.	0.27	-0.11	0.53	-0.016	i	0.2%	-5%	-1.7	1165	2.6	1.6	3.9	i	-5	-1.2	1032
Cc1ccc(NC(=O)Cn2cnc3c(cnn3C(C)(C)C)c2=O)cc1	4	23	-0.28	-0.28	0.072	0.0089	i	-0.7%	3%	-3.3	1415	5.2	2.2	11	i	11	1	1428
Cc1nn(-c2ccccc2)c(Cl)c1/C=N/NC(=O)OC(C)(C)C	-2	1	0.79	-0.14	0.71	-0.94	i	1.6%	5%	-0.1	1153	5.1	3.0	1.6	i	1	-0.24	1541
COc1ccccc1C1SCCN1C(=O)c1ccc([N+](=O)[O-])cc1 (stereo not drawn)	6	-2	0.69	-0.27	0.046	-0.58	i	-0.6%	7%	-1.4	548	3.9	3.5	3.1	i	9	0.25	1349
C=CCNC(=S)NNC(=O)C(CCC(C)C)CC(C)O (stereo not drawn)	10	3	0.38	0.64	0.37	-0.058	i	-2.1%	-26%	-2.0	1165	1.2	1.9	9.7	i	-12	0.2	767
CSc1ncccc1C(=O)OCc1ccc(C#N)cc1	9	11	0.26	0.029	0.66	0.55	i	4.1%	11%	.	.	2.3	1.8	4.7	i	-9	-0.3	956
CN1N=C(C(C)(C)C)CSC1=Nc1ccccc1	.	.	-0.93	0.32	-0.4	1.4	i	-1.9%	6%	-1.1	1120	.	.	.	.	.	-0.11	1528
CC(O)CN(CCC(N)=O)CCC(N)=O (stereo not drawn)	4	-4	-0.61	-0.21	-0.41	0.15	i	-1.1%	2%	.	.	2.5	2.0	3.7	i	-19	.	.
O=C(CSc1ncnc2ccccc12)c1ccco1	10	-3	-0.67	-0.21	-0.34	0.51	i	17%	34%	-0.7	1034	4.1	1.5	2.9	i	-10	0.41	1315
COCCCNC(=O)c1nc2c(nnn2Cc2cc(C)ccc2C)c(=O)[nH]1	-1	2	0.02	-0.27	-0.13	0.66	i	-0.4%	16%	1.6	1007	2.6	2.4	5.3	i	-5	0.41	1005
Cc1nnc(SCC(=O)NC2CCCC2)s1	22	21	0.48	-0.26	0.25	1.1	i	-3.2%	6%	-1.1	956	3.4	2.4	9.4	i	20	0.33	967
CCn1nnnc1NCc1c(OC)ccc2ccccc12	7	-3	-0.46	0.07	0.032	0.77	i	-0.1%	0%	-1.4	985	2.5	1.3	6.7	i	-17	0.65	1517
COc1ccc(C2=NN(C(=O)CN3CCCCC3)C(c3ccc(OC)cc3)C2)cc1 (stereo not drawn)	.	.	-0.23	-0.24	0.31	0.43	i	-0.7%	?	0.1	1271	.	.	.	.	.	0.64	908
S=c1[nH]ccn1-c1c(Cl)cccc1Cl	.	.	-1.9	-0.26	-0.99	0.17	i	1.6%	-16%	-2.0	1141	.	.	.	.	.	-0.22	1400
N#CCCCSC1=C(C#N)C(c2ccccc2Cl)CC(=O)N1 (stereo not drawn)	-16	-3	0.95	-0.23	1.2	-0.62	i	-1.7%	-8%	-8.6	942	5.1	1.3	12	i	-10	0.2	1539
COCCCN1C(=O)c2ccc(C(=O)Nc3ccc(OC)cc3)cc2C1=O	-8	-14	0.53	0.11	0.16	-0.58	i	0.3%	-8%	-2.5	969	1.7	1.2	6.8	i	-4	.	.
CN1CCC(=O)N([C@H](CSc2ccc(Br)cc2)c2ccccc2)CC1	.	.	-0.81	-0.72	-0.42	0.19	i	-0.3%	-14%	0.1	1158	.	.	.	.	.	.	.
Cc1nc(SCc2ccc(C(=O)O)cc2)nc2c1CCCC2	-6	11	-0.68	-0.33	-0.23	0.72	i	1.1%	1%	-0.2	1517	1.8	1.6	7.9	i	23	-0.01	1705
COCCCNCCOCCOc1ccc(Cl)cc1C(C)(C)C	49	33	1.3	-0.19	0.9	0.67	i	2.7%	1%	-2.7	955	3.5	1.5	4.7	i	-1	-0.59	1189
NS(=O)(=O)c1ccc(CCNC(=O)CCC2COc3ccccc3O2)cc1 (stereo not drawn)	12	16	0.16	-0.24	0.16	-0.0033	i	0.5%	-1%	0.4	418	3.3	1.6	2.2	i	2	.	.
Cn1c(=O)[nH]c(=O)c2c1nc(N1CCCCCC1)n2CCOc1ccccc1	-5	6	-0.032	-0.32	-0.098	0.41	i	0.6%	2%	1.3	1475	1.7	1.9	4.1	i	3	0.88	1538
COc1cc(OC)cc(C(=O)n2cnnc2N)c1	2	8	-0.81	-0.13	-0.36	0.63	i	-0.1%	-2%	.	.	0.9	1.3	1.9	i	-2	0.07	901
COc1ccccc1N1CCN(/N=C/c2cc(OC)c(O)c(OC)c2)CC1	-3	8	-0.27	-0.22	-0.061	-0.16	i	-1.4%	-22%	0.8	1056	2.2	3.4	6.6	i	-1	0.3	1368
COc1ccc(N(C(=O)COc2ccc(C)cc2)S(=O)(=O)c2ccc(C)cc2)cc1	29	6	0.34	-0.099	-0.081	-0.52	i	0.5%	0%	-0.1	979	2.8	2.7	3.8	i	4	-0.38	1263
Cc1ccc(C)c(/C(O)=C2\C(=O)C(=O)N(Cc3cccnc3)C2c2cccnc2)c1 (stereo not drawn)	25	3	-0.066	0.13	0.28	-0.56	i	-3.6%	-3%	0.9	1243	2.8	2.0	3.4	i	8	-0.22	1499
O=C(/C=C/c1ccco1)NC(=S)Nc1ccc(O)c(-c2nc3ccccc3s2)c1	-32	-18	-0.016	-0.21	-0.11	0.65	i	53%	34%	1.1	1066	3.6	2.5	8.4	i	5	-0.22	1404
O=C1CC(c2ccccc2)CC(O)=C1C=NC1CCCCC1 (stereo not drawn)	9	16	-0.41	-0.14	-0.29	0.087	i	0.2%	-7%	-1.2	1404	2.1	1.7	6.7	i	1	0.27	1637

Part of the list above in order of heavy-atom count, ascending.
SMILES	WT yeast gro inh	WT yeast gro inh mutant strain	Dynein cargo inh	Dynein cargo inh cytoplasmic EGFP	Dynein cargo inh nuclear GR-EGFP	Dynein cargo inh cell count	Yfh1-off respiration	HIV fusion peptide	AID2073	bCat nuc transl	bCat nuc transl cell count 5 µM	MT stabilizer	MT stabilizer Hoechst-high %	MT stabilizer cytotoxicity %	Autophagy HCS	Autophagy HCS cell loss 18 h	Ins promoter up	Ins promoter up cell count
COc1cc(OC)cc(C(=O)n2cnnc2N)c1	2	8	-0.81	-0.13	-0.36	0.63	i	-0.1%	-2%	.	.	0.9	1.3	1.9	i	-2	0.07	901
COCCCNC(=O)c1nc2c(nnn2Cc2cc(C)ccc2C)c(=O)[nH]1	-1	2	0.02	-0.27	-0.13	0.66	i	-0.4%	16%	1.6	1007	2.6	2.4	5.3	i	-5	0.41	1005
O=C(/C=C/c1ccco1)NC(=S)Nc1ccc(O)c(-c2nc3ccccc3s2)c1	-32	-18	-0.016	-0.21	-0.11	0.65	i	53%	34%	1.1	1066	3.6	2.5	8.4	i	5	-0.22	1404
